GC-B act – human GC-B receptor activators, primary screen, HEK293 GC-B cells, cGMP TR-FRET, EC30 CNP | 0% at EC30 CNP, 100% saturating CNP | 0.11% of 370,000 active | activation, % at 10 µM;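 active = activation at 10 µM reaching about 35% in either raw or pattern-adjusted values, limit read from the data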
TCR CD3 inh – inhibitors of human TCR-CD3 interaction, primary screen, biochemical, fluorescence, TAMRA-labeled TCR probe | T-cell receptor (TCR) | inhibition, % at 9.4 µM | 0.37% of 360,000 active; in the data active = inhibition above about 19%;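 note: recombinant mutant TCR 2C K166C tagged with TAMRA read by polarization; 0% = receptor in buffer alone and 100% = receptor with positive control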
LEDGF integ inh – blockers of LEDGF/p75-dependent integrase strand transfer – biochemical, TR-FRET, high throughput, primary screen | HIV-1 integrase (with human LEDGF/p75) | TR-FRET IN-LEDGF/p75 DNA integration, Eu/Cy5 | 0.64% of 370,000 active | inhibition, % at 3.7 µM;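 active = inhibition above the screen-wide mean plus 3 SD, cut at about 13% in these data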;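 note: signal is the Cy5 over europium emission ratio at 671 and 618 nm; 0% = plate median of compound wells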
mABHD4 FP – ABHD4 inhibitors, primary screen, biochemical, fluorescence polarization, mouse. (Lyso)-N-acylphosphatidylethanolamine lipase (Mus musculus), Q8VD66. purified mABHD4, FP-Rh probe fluorescence polarization. inhibition, % at 8.92 µM. 0.54% of 370,000 active. AID 720543, 2013;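 active = inhibition exceeding the mean over every tested compound plus 3 SD, cut at about 30% in these data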;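 note: 0% = plate median of compound wells and 100% = S159A mutant with DMSO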
Target sequence (Q8VD66 whole entry, looked up): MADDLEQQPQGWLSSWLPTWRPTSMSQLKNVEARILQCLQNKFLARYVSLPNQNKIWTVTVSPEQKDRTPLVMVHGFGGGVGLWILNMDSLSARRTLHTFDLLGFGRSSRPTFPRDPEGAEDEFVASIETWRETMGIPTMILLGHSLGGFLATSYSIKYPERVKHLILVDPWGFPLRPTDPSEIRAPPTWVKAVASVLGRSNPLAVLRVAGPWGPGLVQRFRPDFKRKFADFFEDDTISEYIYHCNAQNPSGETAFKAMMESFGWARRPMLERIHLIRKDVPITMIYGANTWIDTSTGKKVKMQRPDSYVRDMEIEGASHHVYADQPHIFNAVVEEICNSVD
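System: mouse ABHD4 enzyme, wild type / Medium: HEPES pH 7.0, NaCl, Pluronic buffer / Reagent: FP-Rh activity-based fluorescent probe / Control set: S159A mutant high control, sample median low control / Detection: fluorescence polarization with parallel and perpendicular emission, 525/598 nm / Schedule: 45 min + 60 min at 25 °C / Compound dosing: 8.92 µM, single dose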
PRMT1 inh – PRMT1 methyltransferase inhibitors, primary screen, biochemical, fluorescence polarization; Protein arginine N-methyltransferase 1 (Homo sapiens), Q99873; recombinant PRMT1, activity-based probe fluorescence polarization; inhibition, % at 2.79 µM; 1.3% of 370,000 active; AID 652257, 2013;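 active = inhibition above about 21% made by adding two undisclosed values, limit read from the data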
rCAG binder – binders of r(CAG) RNA repeats, primary screen, biochemical, fluorescence. AID 651821, 2012. 1.3% of 370,000 active. inhibition, % at 3 µM. r(CAG) RNA repeat, TO-PRO-1 dye displacement fluorescence;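 active = inhibition above the plate cutoff, the mean of all test compounds on that plate plus 3 SD, cut at about 35% in these data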;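 note: 0% = DMSO alone and 100% = 100 µM mitoxantrone as full dye displacement; higher means more dye released from RNA so lower well fluorescence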
SIAE primary – human SIAE inhibitors, primary screen, biochemical, fluorescence polarization, FP-Rh probe, 1536-well HTS; SIAE FP-Rh probe binding; inhibition, % at 9.66 µM; 0.69% of 370,000 active;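 active = inhibition above a cutoff: mean of compounds within the control limits plus 3 SD of those, cut at about 17% in these data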;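 note: 0% = plate median of compound wells and 100% = probe without SIAE protein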
MBD2 inh – inhibitors of MBD2 binding to methylated DNA, primary screen, biochemical, TR-FRET, DNA-binding domain, human. 0.31% of 370,000 active. AID 686964, 2013. inhibition, % at 4.4 µM. MBD2 binding to methylated oligonucleotide; in the data active = inhibition above about 13%
Target sequence (Q9UBB5 whole entry, looked up, the tested form may be a part): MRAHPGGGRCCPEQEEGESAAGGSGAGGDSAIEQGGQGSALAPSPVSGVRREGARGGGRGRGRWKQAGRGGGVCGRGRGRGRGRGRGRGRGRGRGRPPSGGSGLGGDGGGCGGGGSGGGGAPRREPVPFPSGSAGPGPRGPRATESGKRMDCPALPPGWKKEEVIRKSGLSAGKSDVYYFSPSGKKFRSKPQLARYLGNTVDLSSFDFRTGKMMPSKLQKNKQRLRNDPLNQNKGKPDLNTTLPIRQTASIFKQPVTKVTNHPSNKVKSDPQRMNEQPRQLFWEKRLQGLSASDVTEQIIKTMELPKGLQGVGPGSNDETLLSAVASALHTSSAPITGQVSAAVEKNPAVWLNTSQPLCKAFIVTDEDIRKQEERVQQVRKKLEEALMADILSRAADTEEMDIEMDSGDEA
HTRA1 inhibitor – HTRA1 serine protease inhibitors, primary screen, biochemical, fluorescence polarization, HTS. Q92743. 0.5% of 340,000 active. recombinant HTRA1, FP-rhodamine activity-based probe. inhibition, % at 5.96 µM; in the data active = inhibition above about 36%;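 note: 0% = enzyme with DMSO and 100% = wells lacking enzyme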
TDP2 absorb – human TDP2 enzyme inhibitors, primary screen, biochemical, epi absorbance, recombinant enzyme | 0.34% of 370,000 active | inhibition, % at 12.8 µM | AID 720702, 2013 | Tyrosyl-DNA phosphodiesterase 2 (Homo sapiens), O95551 | T5PNP hydrolysis, p-nitrophenol absorbance 415 nm;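 active = inhibition above the mean of all tested compounds plus 3 SD, set per campaign, cut at about 25% in these data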;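 note: 0% = DMSO with enzyme and 100% = buffer with substrate but no TDP2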
Target sequence (O95551 whole entry, looked up): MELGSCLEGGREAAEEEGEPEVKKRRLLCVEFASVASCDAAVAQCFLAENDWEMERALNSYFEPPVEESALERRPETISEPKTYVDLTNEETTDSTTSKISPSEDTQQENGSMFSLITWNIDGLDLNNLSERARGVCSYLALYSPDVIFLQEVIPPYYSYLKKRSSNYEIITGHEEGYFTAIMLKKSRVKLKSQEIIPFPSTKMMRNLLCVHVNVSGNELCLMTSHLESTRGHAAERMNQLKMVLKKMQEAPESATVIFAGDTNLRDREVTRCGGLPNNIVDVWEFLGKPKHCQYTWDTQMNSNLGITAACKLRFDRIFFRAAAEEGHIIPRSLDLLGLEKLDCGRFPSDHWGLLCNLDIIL
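Test system: human TDP2 enzyme; Input: 120 nM TDP2 per well; Buffer or medium: Mg2+-containing Tris-HCl buffer, pH 7.5; Reagent: 5 mM T5PNP; Dosing: 12.8 µM single point, 1% DMSO; Incubation: reaction 2 h, 37 °C; Detection: p-Nitrophenol epi absorbance; Read-out: % inhibition relative to enzyme-containing and enzyme-free wells; Replicates: single well per compound.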
The depositor's hits bear a star; · = not tested or not shown.

SMILES	GC-B act	TCR CD3 inh	LEDGF integ inh	mABHD4 FP	PRMT1 inh	rCAG binder	SIAE primary	MBD2 inh	HTRA1 inhibitor	TDP2 absorb
O=C(Nc1ccccc1C(=O)O)c1cccc(C(=O)Nc2ccccc2C(=O)O)c1	2	-2	0	-11	1	50*	-48	-5	-17	8
CCCCCCn1c(CN2CCN(C(=O)OCC)CC2)nc2c1c(=O)n(C)c(=O)n2C	-3	3	2	-3	-2	-2	-2	-1	-5	-4
Cc1c(C)c2c(c(C)c1O)CC[C@@](C)(CCC[C@H](C)CCC[C@H](C)CCCC(C)C)O2	-5	1	0	-12	-3	0	1	0	2	5
Nc1nc(COC(=O)C2CC(=O)N(Cc3ccccc3)C2)nc(Nc2ccccc2)n1 (stereo unspecified)	-4	-3	3	-3	-1	0	3	-6	0	-12
O=C(NCc1ccccc1F)C1CCCN(C(=O)NC2CCCCC2)C1 (stereo unspecified)	1	1	1	-1	3	-2	-6	1	3	1
COC(=O)[C@H](CC(C)C)NCc1cccc(CN[C@@H](CC(C)C)C(=O)OC)c1	6	-6	2	-1	-2	-4	1	1	-5	-23
CC(C)C[C@@H](CNCC(=O)[C@H](CC(C)C)NC(=O)c1[nH]cnc1C(=O)N[C@H](CN)CC(C)C)NC(=O)c1nc[nH]c1C(=O)N[C@@H](CC(=O)O)C(=O)O	1	3	2	9	5	6	-2	2	7	6
CC1CCC(C(=O)NC(C(=O)Nc2ccccn2)C(C)C)CC1 (stereo unspecified)	-2	1	1	-2	-4	-2	2	0	-7	-4
COc1ccc(S(=O)(=O)NC2CCCCC2)c(C)c1C	-5	-8	-1	-10	2	-5	-2	1	-8	-12
Cc1cccc(OCC(=O)Nc2cc(NC(=O)COc3cccc(C)c3C)cc(C(=O)O)c2)c1C	-8	5	2	1	1	5	-13	-1	2	-4
COCCCn1cc(CN2CC(N3CCN(CCO)CC3)CS2(=O)=O)nn1 (stereo unspecified)	-2	1	-2	1	4	1	14	4	·	4
NS(=O)(=O)c1ccc(-c2ccc(/C=C3\NC(=S)NC3=O)o2)cc1	5	7	12	39*	53*	21	9	-9	11	1
CSc1nnc(SCC(=O)N(C)c2c(N)n(Cc3ccccc3)c(=O)[nH]c2=O)s1	-5	-9	-10	1	-1	-6	2	1	4	-11
Cc1ccc2cc(CN(c3ccc(C)c(C)c3)S(C)(=O)=O)c(=O)[nH]c2c1	-13	1	-3	1	-5	-3	4	1	-1	6
COc1cc(OC)cc(C(=O)NCC(=O)OCC(=O)c2cc(OC)ccc2OC)c1	4	1	-1	3	-3	-1	-8	-3	-3	-4
CCCCOCCCNC(=O)C[C@H]1C[C@@]2(C(=O)OC)C(=C[C@H](C(C)(C)C)O[C@@H]2C)N(Cc2ccc(Cl)cc2Cl)C1=O	-10	·	20*	-6	2	9	10	-6	·	-1
Cc1ccc(S(=O)(=O)N2CCN(C(=O)c3ccc(Br)o3)CC2)c(C)c1	-7	9	-1	4	-1	-4	10	-2	-11	-1
COCCCNC(=O)c1ccccc1N(Cc1ccccc1)S(=O)(=O)c1ccc(OC)cc1	-5	11	-1	-4	-2	-10	-1	-4	1	3
COc1ccc(OC)c(N(CC(=O)N2CCCC2)S(=O)(=O)c2ccccc2)c1	-7	-8	0	0	2	-2	-2	2	4	1
CCn1ccc(C(=O)Oc2ccc(C(C)C)cc2)n1	-5	-4	-3	19	3	-6	4	-6	0	7
CC(C)Sc1nc2sccc2c(=O)n1-c1ccccc1	-1	-2	-1	-7	1	6	-3	6	-22	-11
Cc1nc(C(F)(F)F)ccc1C(=O)N1CCC1(C)C(=O)NS(C)(=O)=O (stereo unspecified)	3	-2	7	4	-7	0	-4	5	·	-8
COc1ccccc1NC(=O)Cn1nnc(-c2ccccc2NC(=O)c2ccco2)n1	-2	-1	2	5	4	2	-6	0	1	5
Cc1c(NC(=S)NC(=O)c2ccc(Br)o2)c(=O)n(-c2ccccc2)n1C	-1	0	4	4	-2	-1	6	1	2	0
CN1CCN(CC(=O)Nc2c(C(=O)c3ccccc3)oc3ccccc23)CC1	-1	-4	-1	5	5	3	-7	4	-9	-6
SMILES	GC-B act	TCR CD3 inh	LEDGF integ inh	mABHD4 FP	PRMT1 inh	rCAG binder	SIAE primary	MBD2 inh	HTRA1 inhibitor	TDP2 absorb
NC(=O)Cc1nc(-c2ccc(Br)cc2)cs1	4	1	4	-3	-1	-2	7	1	0	-4
O=c1c2ccccc2[nH]c2ccc(O)cc12	-1	11	0	41*	11	9	11	-11	19	-16
CN(C)C1(CNCC(O)c2ccccc2)CCCCC1 (stereo unspecified)	-2	6	2	6	-1	-3	1	0	-1	10
CCCNC(=S)N1CCC(NC(=O)c2ccc(OC)cc2)CC1	2	-3	-6	0	0	-4	-4	3	6	-9
S=c1[nH]nc(-c2ccco2)n1/N=C/c1ccc(Cl)cc1Cl	-11	2	1	6	22*	35*	2	-1	-3	5
NS(=O)(=O)c1ccc(CCNC(=O)CC(NC(=O)c2ccccc2Cl)c2ccccc2)cc1 (stereo unspecified)	-2	7	1	2	-1	6	6	2	3	4
CCOC(=O)c1c(NC(=O)OC)sc(C(=O)N(CC)CC)c1C	-1	-1	-3	2	8	31	-4	-5	0	-3
COCCCN(C(=S)NC(=O)c1ccc(C(C)(C)C)cc1)c1c(N)n(Cc2ccccc2)c(=O)[nH]c1=O	1	-2	0	11	1	6	10	3	-14	5
O=C(CCn1c(=O)c2sccc2n(Cc2cc(=O)n3ccccc3n2)c1=O)NCc1ccco1	3	10	1	-2	-1	2	4	-1	2	-11
CCC(=O)NC(c1ccc(OC)cc1)c1cc(Cl)c2cccnc2c1O (stereo unspecified)	0	2	-1	8	-3	2	15	2	59*	3
Nc1c(C(=O)Nc2ccc3c(c2)OCCO3)nnn1Cc1cccc(Cl)c1	-3	3	7	-6	-3	0	0	0	-17	-3
COc1cc(CNCC(C)C)c(Br)cc1OCC(=O)NCc1ccccc1	-2	6	-1	1	1	-2	3	-6	-3	3
COc1ccc(/C=C2\SC(=O)N(CC(=O)Nc3cccnc3)C2=O)cc1OC	4	8	2	-6	5	2	-4	-6	-2	6
COc1ccc(Nc2nc(NC(C)(C)C)nc(N3CCCC3)n2)c(OC)c1	-3	0	0	34*	-1	3	14	4	6	7
N#Cc1c(N)n(-c2cccc(O)c2)c2nc3ccccc3nc12	1	-5	-2	-9	6	10	-8	-7	0	-15
Clc1cccc(/C=N/Nc2ncnc3ccccc23)c1	2	4	1	3	4	4	-2	2	-1	-4
O=C1C(=O)N(CCCN2CCOCC2)C(c2ccc(Cl)cc2)/C1=C(/O)c1ccc(F)cc1 (stereo unspecified)	3	-4	2	-5	-1	0	-7	-5	7	-21
COC(=O)c1ccc2c(c1)c(-c1ccccc1)c(-c1ccccc1)n2C	9	6	-2	-1	1	2	-5	4	7	5
COC(=O)Cc1nnn2c1[C@H](C)[C@@H](OC)c1cccc(Cl)c1-2	1	1	-1	2	-1	2	0	8	·	2
COc1cc(/C=N/NC(=O)c2ccccc2Cl)ccc1Oc1ccc([N+](=O)[O-])cn1	5	-1	1	6	4	5	-8	-4	-2	1
O=C(CCC(=O)N1CCN(S(=O)(=O)c2ccc3ccccc3c2)CC1)NCC(F)(F)F	-2	1	4	4	-2	-4	1	3	3	-3
COc1cc(/C=C/C(=O)OCC(=O)c2ccc[nH]2)ccc1O	4	-5	2	-2	-2	8	-5	-1	1	2
Cc1cc([N+](=O)[O-])nn1CCCC(=O)Nc1cccnc1Cl	3	6	-2	4	2	-5	-1	2	1	-3
Cn1c(=O)n(C)c2cc(NC(=O)c3ccccc3NS(C)(=O)=O)ccc21	2	-2	-2	0	-3	9	2	0	4	7
CCCCCN1CC(=O)N2C(C)c3[nH]c4ccccc4c3C[C@H]2C1=O (stereo partly specified)	-7	1	1	2	-8	2	1	-2	5	-13
SMILES	GC-B act	TCR CD3 inh	LEDGF integ inh	mABHD4 FP	PRMT1 inh	rCAG binder	SIAE primary	MBD2 inh	HTRA1 inhibitor	TDP2 absorb
OCCN1CCN(c2cnc(-c3ccsc3)cn2)CC1	-5	38*	-1	4	2	1	9	-7	·	-3
Cc1nnc(NC(=O)C(C)Sc2nncn2C)s1 (stereo unspecified)	3	2	5	9	-2	0	-2	-4	-2	4
Oc1ccc(Br)cc1-c1cc(-c2ccccc2Cl)[nH]n1	-5	-6	25*	-44	6	13	-3	7	-33	-17
CC(C)(C)N(NC(=O)Nc1ccc(Cl)c(Cl)c1)C(=O)c1ccccc1	-4	-2	2	2	-3	12	-18	-1	-18	4
Cc1[nH]nc2c1[C@@H](c1ccccc1[N+](=O)[O-])C(C#N)=C(N)O2	-1	2	5	12	1	2	2	-12	1	3
CC(=O)c1ccccc1NC(=O)CN1C(=O)NC2(CCCCCCC2)C1=O	-2	-5	3	-5	-2	2	-3	-1	-7	-2
COc1cc(/C=N/Nc2nncn2N)ccc1OCc1c(C)no[n+]1[O-]	-8	-3	59*	0	3	9	3	2	0	68*
CN(C)/C=C1/Nc2ccccc2C1=O	-6	-5	5	2	3	-1	1	-2	3	0
NC(=O)C1(N2CCCCC2)CCN(c2nc(-c3ccc(Br)cc3)cs2)CC1	-7	4	-1	0	-5	1	10	2	-6	-1
CN(C)C(=O)CCc1ccc2c3c([nH]c2c1)[C@]1(C)[C@@H](C(=O)N2CCOCC2)C[C@H](CC(=O)NCc2cccc(C(F)(F)F)c2)C(=O)N1CC3	7	-3	0	-2	3	0	-3	5	3	-1
COc1ccccc1NC(=O)CSCc1nc2ccccc2[nH]1	4	-2	2	1	4	-3	0	-3	2	7
O=C(NCC(c1ccco1)N1CCc2ccccc21)C(=O)Nc1ccccc1 (stereo unspecified)	2	-1	1	-4	0	4	2	-3	3	-5
CC(=O)Oc1ccc2ccccc2c1C(NC(=O)Cc1ccccc1)c1ccccc1 (stereo unspecified)	-13	10	-1	-19	1	-6	-7	1	-21	-5
Cc1ccc(S(=O)(=O)N2[C@@H](c3ccccc3F)C(C(=O)O)=CC[C@H]2c2ccc3c(c2)OCO3)cc1	4	-9	-1	13	2	46*	4	-1	-8	6

Part of the list above, as comma-separated lines:
molecule,GC-B act,TCR CD3 inh,LEDGF integ inh,mABHD4 FP,PRMT1 inh,rCAG binder,SIAE primary,MBD2 inh,HTRA1 inhibitor,TDP2 absorb
CC(C)C[C@@H](CNCC(=O)[C@H](CC(C)C)NC(=O)c1[nH]cnc1C(=O)N[C@H](CN)CC(C)C)NC(=O)c1nc[nH]c1C(=O)N[C@@H](CC(=O)O)C(=O)O,1,3,2,9,5,6,-2,2,7,6
CC1CCC(C(=O)NC(C(=O)Nc2ccccn2)C(C)C)CC1 (stereo unspecified),-2,1,1,-2,-4,-2,2,0,-7,-4

Not all compounds are listed, so the mix of outcomes need not match the whole.
